Assay outcomes deposited in PubChem BioAssay by National Center for Advancing Translational Sciences (NCATS).
TRPV1 agonist = agonists of human vanilloid receptor 1 (TRPV1); activation, % at 8.33 µM; 320,000 compounds, 0.19% hits; TRPV1-expressing cells, Fluo-8 calcium influx, agonist mode; Q8NER1; AID 540275; in the data active means activation above about 80%; inconclusive means between about 30% and that limit; further: 0% is about no effect
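Cells expressing TRPV1 were dye-loaded with Fluo-8 and read kinetically: 10 s baseline, 3 min after compound (agonist portion), then 2 min after EC20 capsaicin (allosteric enhancer portion). Calcium-bound dye fluorescence at 480/520 nm.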
FBPA coupling cs = counter-screen for Giardia aldolase inhibitors: coupling enzyme system | activity change, negative = inhibition, % at 58.2 µM, hits read low | AID 2472 | 290,000 compounds, 0.67% hits | coupling enzyme system counterscreen, AmpLite Red fluorescence; in the data active means activity change below about -30%; further: on the % scale 0 is the no-effect control and ±100 the full control effect
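Fluorescence at 525 nm excitation and 598 nm emission measured inhibition of the coupled detection system without aldolase. Compounds (at 57.5 uM final) were preincubated 10 min at room temperature with coupling enzyme reagent before a 20 min substrate/AmpLite Red step.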
Integrin act MD = activators of alpha7 integrin expression for muscular dystrophy | alpha7betagal myoblasts, beta-gal FDG fluorescence, 48 h | Potency, µM (titrated, usually from 38.3 µM), for the others: top-dose activation, actives largely listed as activators | 350,000 compounds, 0.064% hits;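 further: potency means the concentration at half of the fitted maximal effect; 100% = response of the positive control SU9516; nearly all actives have a fitted effect of over 60% in size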
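Alpha7betagal+/- myoblasts (passage 13) were plated 16-24 hr, then exposed to compounds (1:260 dilution of DMSO stock) for 48 hours at 37C. After MPER lysis, β-galactosidase reporter activity was read as FDG fluorescence (ex 480/em 540) after 30 minutes.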
AT treatment = potential ataxia-telangiectasia treatments restoring KAP-1 phosphorylation; […] A-T fibroblasts, KAP-1 phosphorylation AlphaLISA; neocarzinostatin DNA damage 30 min before lysis; Potency, µM (highest dose often 57.5 µM), for the others: at the top dose activation, hits mostly activators; 320,000 compounds, 0.19% hits; further: potency means the concentration at half of the fitted maximal effect; % of control where 0% means no effect; nearly all actives have a fitted effect of over 45% in size
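hTERT-immortalized A-T patient fibroblasts ([…]), 500 cells/well in OPTI-MEM, 1% FBS, got compounds for 60 min, then NCS for 30 min at 37C. Lysates were then assayed for phospho-KAP-1 by AlphaLISA (anti-pKAP1 donor, anti-KAP1 acceptor beads), 6 hr at 25C.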
GALK inh = galactokinase (human) inhibition. Purified GALK, Kinase-Glo residual ATP luminescence. Potency, µM (highest dose often 57.5 µM), inactives show top-dose activity change, negative = inhibition, usual class: inhibitors. P51570. 270,000 compounds, 0.007% hits; further: potency means the concentration at half of the fitted maximal effect; on the % scale 0 is the no-effect control and ±100 the full control effect
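GALK at 5 nM final was combined with compound, 35 uM ATP and 100 uM galactose in HEPES pH8.0 with MgCl2 and DTT. The reaction ran one hour at room temperature before luminescent ATP detection.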
hERG WT inh = blocks the wildtype human KCNH2 potassium channel; Q12809; U2OS, BacMam KCNH2, thallium flux FluxOr; hits give low values; activity change, % at 1.84 µM; 340,000 compounds, 0.37% hits;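 active means maximum activity change below -70%; inconclusive means maximum activity change between -70% and -50%; inactive means maximum activity change above -50%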; further: on the % scale 0 is the no-effect control and ±100 the full control effect
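U2OS cells were transduced with wild-type KCNH2 virus (2.03 x 10^8 / mL) for 4 h at room temperature, then cultured overnight at 37 C. Thallium flux was read with FluxOr dye. Rate constants were normalized to DMSO controls.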
KCNH2 3.1 inh = blocks the human KCNH2 3.1 channel isoform. U2OS KCNH2 3.1, thallium flux FluxOr; hits give low values. activity change, % (tested at about 1.8 µM). 340,000 compounds, 0.95% hits. AID 720553;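 active means maximum activity change below -70%; inconclusive means maximum activity change from -70% to -50%; inactive means maximum activity change above -50%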;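 further: thallium influx rate constant from kinetic fluorescence after stimulation buffer; on the % scale 0 is the no-effect control and ±100 the full control effect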
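Measured as rate of thallium-driven FluxOr signal in transduced U2OS cells carrying the 3.1 channel, read kinetically for 2 min upon stimulation; values are rate constants scaled to DMSO control wells.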
MBNL1-CUG inh = inhibitors of human MBNL1 binding to CUG repeat RNA | Q9NR56 | TR-FRET MBNL1-His/biotin-(CUG)12 binding, 665/545 ratio | Potency, µM (series often up to 57.5 µM), inactives show top-dose activity change, negative = inhibition, actives largely listed as inhibitors | 280,000 compounds, 0.036% hits; active means well fitted inhibition curve with a large enough effect in the signal ratio, with a control signal flat, not every such curve was filed as active; inconclusive means small, poorly fitted or top-dose-only effect, or effect the other way, or a change in a side signal; inactive means no such curve, though single readings can be large or run the other way; the % refers to the signal ratio; further: potency means the concentration at half of the fitted maximal effect; on the % scale 0 is the no-effect control and ±100 the full control effect
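MBNL1-His + Biotin-(CUG)12, cpd titration 92 nM–58 uM; Tb anti-His Ab 0.055 ng/ul, SA-XL665 5 nM (final); 60 min RT; ratiometric 665/545 nm, Ex 340 nm; normalized to buffer and full-complex controls.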
S-ASM inh = inhibitors of human secretory acid sphingomyelinase; AID 504937; 340,000 compounds, 0.006% hits; Potency, µM (doses to about 57.5 µM), without a hit: top-dose activity change, negative = inhibition, most hits filed as inhibitors; P17405; placental ASM, HMU-PC fluorogenic substrate, 60 min; further: potency means the concentration at half of the fitted maximal effect
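Steps: dispense placental human ASM, pin compound, wait 10 min at room temperature, add HMU-PC0 substrate at 9 uM final, incubate 60 min at 37 °C, add stop solution raising pH to 10, read fluorescence.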
MLL CXXC-DNA inh = inhibitors of human MLL CXXC domain-DNA interaction. MLL-CXXC / FITC-HOXA9 DNA fluorescence polarization. Q03164. Potency, µM (top dose mostly 115 µM), inactives show at the highest dose activity change, negative = inhibition, hits mostly inhibitors. 290,000 compounds, 0.037% hits; active means well fitted inhibition curve with a large enough effect in the polarisation, with a control signal flat, not every such curve was filed as active; inconclusive means small, poorly fitted or top-dose-only effect, or effect the other way, or a change in a side signal; inactive means no such curve, though single readings can be large or run the other way; the % refers to the polarisation; further: potency means the concentration at half of the fitted maximal effect
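Fluorescence polarization: 7 uM MLL-CXXC (stock) preincubated 5 min with compounds, then 50 nM fluorescein-HOX-A9 DNA (stock) added; 30 min ambient. Buffer 50 mM Tris-HCl pH 7.5, 50 mM NaCl, 1 mM DTT, 0.05% BSA.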
* hit, by the source's call; ? = inconclusive; . = not tested or not shown; [ ] = another dose, or the depositor's remark. Unless noted, the call rests on the fitted dose curve; in most records, active means well fitted curve in the direction sought with a large enough effect; inconclusive means small, poorly fitted or top-dose-only effect, or another doubt; inactive means no such curve, though single readings can be large; an effect the other way counts as inactive or inconclusive.

Each structure is followed by: TRPV1 agonist, FBPA coupling cs, Integrin act MD, AT treatment, GALK inh, hERG WT inh, KCNH2 3.1 inh, MBNL1-CUG inh, S-ASM inh, MLL CXXC-DNA inh
1) O=C(CCNC(=O)c1ccccc1)Nc1ccc(S(=O)(=O)Nc2ncccn2)cc1
  ., ., 5%, 3%, ., -1, 0, ., 3%, .
2) CCOC(=O)C1CCCN(C(=O)C(C)Oc2ccc(Cl)cc2Cl)C1 (stereo not drawn)
  ., 1, 17%, 5%, -1%, -8, 7, 0%, -1%, 5%
3) O=C(CN(CC1CCCO1)C(=O)CCC(=O)Nc1nccs1)NCc1ccc2c(c1)OCO2 (stereo not drawn)
  2, 2, -15%, 2%, -4%, 9, -12, -1%, 1%, 0%
4) COc1ccccc1OCCNC(=O)c1ccc(C)o1
  3, ., 28%, -4%, ., -3, 17, ., -2%, .
5) C=CCOC(=O)C1=C(C)OC(N)=C(C#N)C1c1ccc2c(c1)OCO2 (stereo not drawn)
  -5, -5, 0%, 18%, 0%, 14, 3, 5%, 0%, -2%
6) Cc1nnc(NC(=O)CSc2nnc(C)c(=O)n2N)s1
  -2, 1, 32%, -2%, 7%, 12, 0, -3%, 2%, ?
7) O=C(CSc1cccc2cccc(Cl)c12)NCc1cccs1
  0, -4, 9%, 3%, 1%, -4, ., 42%[activator], -10%, 4%
8) O=C(c1ccc2c(=O)n(Cc3ccccc3Cl)c(=S)[nH]c2c1)N1CCOCC1
  -4, ., -19%, 2%, -5%, -2, 1, 0%, 1%, 2%
9) CCN(CC)S(=O)(=O)c1ccc(NC(=O)c2nc3nc(C)cc(C)n3n2)cc1
  1, 1, ., -23%, 6%, ., ., 1%, ., -12%
10) Cc1ccc(C(=O)c2cc([N+](=O)[O-])ccc2N2CC(C)OC(C)C2)cc1 (stereo not drawn)
  10, -1, -45%, -7%, 0%, -15, -4, ?, -12%, -5%
11) O=C(Nc1cc(Sc2ccccn2)cc([N+](=O)[O-])c1)c1cccc(F)c1
  2, -1, -2%, -3%, 1%, -1, 9, ., -13%, -3%
12) CCOc1ccc2[nH]c(=O)c(CN(CC3COCCO3)C(=O)c3ccc(C)cc3)cc2c1 (stereo not drawn)
  0, -3, 1%, 2%, 0%, 1, 5, 7%, 35%, 1%
13) COc1ccc(NC(=O)CSc2ccc3c4c(cccc24)C(=O)c2ccccc2-3)cc1
  ., 2, -4%[7.66 µM], 16%, 1%, -21, -8, 14%, -3%, ?
14) COc1ccccc1N1CCN(S(=O)(=O)c2ccc3c(c2)NC(=O)CS3)CC1
  8, ., 17%, 10%, 2%, 4, 11, -5%, 0%, 3%
15) COc1ccc(CNC(=O)C2(C)Cc3ccccc3C(=O)O2)cc1 (stereo not drawn)
  3, -1, ?, 4%, 3%, ., -10, -2%, -1%, -7%
16) CC(C)C[C@H]1CN([C@@H](CC(C)C)CN2CCC[C@@H]2CN2C(=O)C(=O)NC[C@@H]2Cc2ccccc2)C(=O)C(=O)N1CC1CCCCC1
  ., ., 14%, ., ., 6, 1, ., -11%, .
17) O=C(COC(=O)c1ccccc1O)Nc1ccc2ccccc2c1
  ., ., 3%, 28%, ., -9, -3, ., -2%, .
18) CN(CC1CCOCC1)C(=O)CC1C(=O)NCCN1Cc1ccc(Cl)c(F)c1 (stereo not drawn)
  0, -10, 7%, 44%, -2%, 1, 19, -12%, 13%, 4%
19) Cc1cc(C)cc(OCC(=O)OCC(=O)NCCC2=CCCCC2)c1
  4, 1, ?, 4%, 0%, -2, 7, -5%, -1%, 13%
20) CCCCCCOC(=O)Cc1c(C)nc(N)[nH]c1=O
  17, 7, -35%, 0%, 10%, -10, 18, -5%, -3%, 6%
21) COCCN1C(=O)C(=O)/C(=C(/O)c2cccc(OC)c2)C1c1ccco1 (stereo not drawn)
  -3, 0, -3%, 7%, 5%, 5, 5, 0%, -2%, -2%
22) O=C1NC(=S)NC1=Cc1ccco1
  ., ., 3%, ., ., 2, 5, ., -3%, .
23) COc1ccc2nc(N/C(N)=N/C(=S)Nc3c(C)cccc3C)nc(C)c2c1
  0, -2, -3%, 0%, 2%, ., 2, -12%, 85%[activator], -2%
24) O=C(CCn1c(=S)[nH]c2cc3c(cc2c1=O)OCO3)NCc1ccc(Cl)cc1
  1, 1, 27%, -1%, 7%, 10, -4, -1%, 0%, 24%
25) COc1ccc(CCCC(=O)NCCc2ccccc2)c(C)c1
  15, 1, 26%, -11%, 1%, 2, -2, -3%, 0%, -5%
26) CCSc1nc2c(cnn2-c2ccc(C)c(C)c2)c(=O)[nH]1
  6, 3, 12%, 0%, 2%, 3, 6, -11%, 5%, 10%
27) O=C(O)c1ccc(-c2ccc(-c3ccccc3)cc2)s1
  -1, 16, ., -1%, 0%, ., ., 52%[activator], ., -11%
28) CN(C)/C=N/c1nc(-c2ccc3ccccc3c2)cs1
  9, -4, 4%, -20%, 4%, -26, -5, ?, -3%, ?
29) O=C(C(Br)=Cc1ccccc1)c1ccccc1
  ., ., -53%[inhibitor], ., ., 8, -15, ., -1%, .
30) COC(=O)C1SCC2C(=O)N(Cc3ccc(Cl)cc3)CC(=O)N21 (stereo not drawn)
  -1, 4, 14%, -1%, 1%, 9, 8, -8%, 6%, 11%

Other structures follow.
item | molecule | TRPV1 agonist | FBPA coupling cs | Integrin act MD | AT treatment | GALK inh | hERG WT inh | KCNH2 3.1 inh | MBNL1-CUG inh | S-ASM inh | MLL CXXC-DNA inh
31 | CC12CCC(C(=O)NCCc3ccccc3)(OC1=O)C2(C)C (stereo not drawn) | -3 | 2 | -35% | 2% | -1% | 4 | -7 | -4% | 2% | -17%
32 | CCOC(=O)C1=CC[C@H]2c3c(c4ccccc4n3C)C(=O)C1N2C(=O)OC(C)(C)C | ? | . | -15% | 0% | . | -7 | -31 | . | -1% | .
33 | Cc1cccn2cc(CCNS(=O)(=O)c3ccc4c(c3)OCCO4)nc12 | 11 | 0 | 15% | -4% | 1% | 1 | -2 | 0% | 4% | 2%
34 | COCCOC(=O)c1sc(=S)n(CCOC)c1N | -1 | -12 | 18% | 6% | -1% | 8 | 21 | ? | 5% | -22%
35 | Cn1nccc1NS(=O)(=O)c1ccc(F)cc1 | 7 | 5 | 11% | 21% | 0% | -4 | -6 | 6% | 1% | -5%
36 | O=S(=O)(c1ccccc1)c1nc(-c2ccccc2Cl)oc1NCCN1CCOCC1 | -10 | 0 | 7% | . | 1% | -8 | -2 | -4% | -2% | -10%
37 | CC(=O)OC(C(=O)NC1CCCCC1)c1ccccc1F (stereo not drawn) | 4 | 1 | -22% | -7% | 3% | -15 | 4 | 1% | 6% | -6%
38 | C/C(=N\NC(=S)NC1CCCCC1)c1ccccc1 | ? | 1 | -9% | . | 0% | 9 | 4 | . | -2% | 2%
39 | CC(=O)NC12CC3CC(C)(C1)CC(NC(C)=O)(C3)C2 | . | 1 | 21% | 3% | 1% | 27 | 12 | -8% | 4% | -2%

Entries above that contain four or more nitrogen atoms:
item | molecule | TRPV1 agonist | FBPA coupling cs | Integrin act MD | AT treatment | GALK inh | hERG WT inh | KCNH2 3.1 inh | MBNL1-CUG inh | S-ASM inh | MLL CXXC-DNA inh
1 | O=C(CCNC(=O)c1ccccc1)Nc1ccc(S(=O)(=O)Nc2ncccn2)cc1 | . | . | 5% | 3% | . | -1 | 0 | . | 3% | .
3 | O=C(CN(CC1CCCO1)C(=O)CCC(=O)Nc1nccs1)NCc1ccc2c(c1)OCO2 (stereo not drawn) | 2 | 2 | -15% | 2% | -4% | 9 | -12 | -1% | 1% | 0%
6 | Cc1nnc(NC(=O)CSc2nnc(C)c(=O)n2N)s1 | -2 | 1 | 32% | -2% | 7% | 12 | 0 | -3% | 2% | ?
9 | CCN(CC)S(=O)(=O)c1ccc(NC(=O)c2nc3nc(C)cc(C)n3n2)cc1 | 1 | 1 | . | -23% | 6% | . | . | 1% | . | -12%
16 | CC(C)C[C@H]1CN([C@@H](CC(C)C)CN2CCC[C@@H]2CN2C(=O)C(=O)NC[C@@H]2Cc2ccccc2)C(=O)C(=O)N1CC1CCCCC1 | . | . | 14% | . | . | 6 | 1 | . | -11% | .
23 | COc1ccc2nc(N/C(N)=N/C(=S)Nc3c(C)cccc3C)nc(C)c2c1 | 0 | -2 | -3% | 0% | 2% | . | 2 | -12% | 85%[activator] | -2%
26 | CCSc1nc2c(cnn2-c2ccc(C)c(C)c2)c(=O)[nH]1 | 6 | 3 | 12% | 0% | 2% | 3 | 6 | -11% | 5% | 10%

Rows were taken by chance; any-hit rate near 2%.
